High-throughput results as filed in PubChem BioAssay.
MOR-DOR inv ag – inverse agonists of MOR-DOR heterodimerization, primary screen, cell-based, luminescence; cell-based MOR-DOR heterodimer luminescence, inverse agonism; inhibition, % at 9.3 µM; AID 504357, 2011; hit rate 0.21% among 340,000; Mu-type opioid receptor (Homo sapiens) + Delta-type opioid receptor (Homo sapiens), …; in the data active = inhibition above about 22%, passing the limit was not always enough;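 note: 0% = cells with DMSO and 100% = wells without cells with DMSO; values of inactives mirror those of a sister screen read the other way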
Target sequence (P35372 whole entry, looked up): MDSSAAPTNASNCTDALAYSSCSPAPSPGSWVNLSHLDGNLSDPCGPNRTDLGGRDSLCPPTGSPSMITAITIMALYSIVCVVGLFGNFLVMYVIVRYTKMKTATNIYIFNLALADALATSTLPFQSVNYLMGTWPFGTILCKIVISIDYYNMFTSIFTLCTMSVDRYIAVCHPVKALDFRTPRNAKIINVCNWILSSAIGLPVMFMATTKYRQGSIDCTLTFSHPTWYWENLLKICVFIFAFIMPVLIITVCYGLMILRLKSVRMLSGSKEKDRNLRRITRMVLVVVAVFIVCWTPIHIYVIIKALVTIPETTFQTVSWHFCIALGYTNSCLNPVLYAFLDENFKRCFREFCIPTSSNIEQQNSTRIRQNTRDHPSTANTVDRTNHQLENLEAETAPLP
Target sequence (P41143 whole entry, looked up): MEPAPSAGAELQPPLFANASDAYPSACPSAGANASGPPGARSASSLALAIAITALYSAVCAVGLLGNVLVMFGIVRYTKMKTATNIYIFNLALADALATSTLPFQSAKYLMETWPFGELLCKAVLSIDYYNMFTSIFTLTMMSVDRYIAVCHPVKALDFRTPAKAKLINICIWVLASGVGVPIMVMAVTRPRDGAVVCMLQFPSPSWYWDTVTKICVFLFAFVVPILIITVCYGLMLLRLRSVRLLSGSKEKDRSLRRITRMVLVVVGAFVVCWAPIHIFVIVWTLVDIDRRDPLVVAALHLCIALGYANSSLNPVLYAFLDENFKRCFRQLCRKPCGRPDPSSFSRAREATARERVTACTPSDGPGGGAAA
MOR-DOR ag – agonists of OPRM1-OPRD1 heterodimerization, primary screen, cell-based, luminescence; activation, % at 9.3 µM; hit rate 0.3% among 340,000; AID 504326, 2011; Mu-type opioid receptor (Homo sapiens) + Delta-type opioid receptor (Homo sapiens), …; cells; in the data active = activation above about 18%;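 note: 0% = vehicle-treated cells and 100% = reference agonist; values of inactives mirror those of a sister screen read the other way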
HTR5A inv ctr – HTR5A inverse agonists in luminescence cell assay, primary screen, counter-screen for OPRM1-OPRD1 heterodimer inverse agonist project, full-deck HTS; 5-hydroxytryptamine receptor 5A (Homo sapiens), P47898; HTR5A cell line, inverse agonism; inhibition, % at 9.3 µM; hit rate 0.083% among 340,000; AID 504634, 2011; in the data active = inhibition mostly above about 23%, no sharp cut-off; inactive = mostly below about 18%;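 note: 0% = cells with DMSO and 100% = no-cell wells with DMSO; some compounds called inactive have numbers as strong as hits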
V-ATPase pH – regulators of yeast V-ATPase proton pumping, primary screen, pHLuorin cytosolic pH fluorescence; S. cerevisiae; response, % at 10 µM; hit rate 0.37% among 350,000; in the data active = response mostly above about 7.3%, no sharp cut-off; inactive = mostly below about 5.4%; note: actives read high; inactives centre near 0; some compounds called inactive have numbers as strong as hits; reference of the scale not given here
RTF Ca sens act – cardiac RTF calcium sensitivity activators, primary screen, biochemical, IANBD-TnC fluorescence, EC20 calcium; hit rate 0.24% among 340,000; activation, % at 7.2 µM; AID 493008, 2010; Troponin I, cardiac muscle (Homo sapiens) + Troponin T, cardiac muscle (Homo sapiens) + …; IANBD-labeled TnC RTF fluorescence at EC20 calcium; 0% EC20 calcium, 100% full calcium;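 active = activation above the mean over all tested compounds plus 3 SD, cut at about 30% in these data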;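 note: rise in fluorescence read as greater calcium sensitivity of cardiac thin filaments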
HTR5A ag ctr – HTR5A agonists in luminescence cell assay, primary screen, counter-screen for OPRM1-OPRD1 heterodimer agonist project, full-deck HTS | 5-hydroxytryptamine receptor 5A (Homo sapiens), P47898 | cell-based | activation, % at 9.3 µM | hit rate 0.61% among 340,000; in the data active = activation mostly above about 9.5%, no sharp cut-off; inactive = mostly below about 7.6%;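 note: 0% = cells with vehicle only and 100% = reference agonist; strong numbers were not always called active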
Keap1-Nrf2 PPI – Keap1-Nrf2 protein-protein interaction inhibitors, primary screen, biochemical, fluorescence polarization, single point. Kelch-like ECH-associated protein 1 (Homo sapiens), Q14145. Keap1 Kelch-Nrf2 peptide fluorescence polarization, 1536-well. inhibition, % at 9.4 µM. hit rate 0.15% among 340,000; in the data active = inhibition above about 12%;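 note: human Keap1 Kelch domain with fluorescein labeled Nrf2 9mer peptide probe; 0% = neutral control wells and 100% = peptide positive control; higher means more block of Keap1 binding to Nrf2 peptide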
Cardiac RTF inh – cardiac RTF calcium sensitivity inhibitors, primary screen, biochemical, IANBD-TnC fluorescence, EC70 calcium; Troponin I, cardiac muscle (Homo sapiens) + Troponin T, cardiac muscle (Homo sapiens) + …; IANBD-labeled cardiac RTF, Ca2+ fluorescence; inhibition, % at 7.15 µM; hit rate 0.12% among 340,000; AID 493244, 2011;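 active = inhibition above the mean inhibition of all tested compounds plus 3 SD, cut at about 17% in these data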;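 note: assay run at fixed EC70 calcium of 1.6 mM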
CAL-PDZ inh HTS – untagged CAL PDZ binding inhibitors, primary screen, biochemical, fluorescence polarization, HTS; Golgi-associated PDZ and coiled-coil motif-containing protein (Homo sapiens), Q9HD26; purified CAL PDZ, TMR-peptide fluorescence polarization, 1 h; inhibition, % at 24.9 µM; hit rate 0.92% among 300,000; AID 602252, 2012;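 active = mean inhibition of at least 30% with at least half of replicates also reaching 30%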;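 note: 0% = DMSO neutral control and 100% = excess unlabeled competitor peptide PRC23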
C-LANA FP – inhibitors of KSHV C-LANA binding to DNA, primary screen, biochemical, fluorescence polarization, FAM-LBS DNA, MBP-C-LANA, single point. hit rate 0.078% among 340,000. Kaposi's sarcoma herpesvirus LANA C-terminal domain (residues 932-1162) DNA binding. inhibition, % at 9 µM;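 active = highest replicate inhibition at or above 60% at 9 µM, even if other replicates fall short; inactive = all replicates below 60% inhibition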;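 note: 0% = neutral control wells and 100% = 4 µM acridine orange control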
Numbers without * were called inactive; nt = not tested or not shown.

SMILES	MOR-DOR inv ag	MOR-DOR ag	HTR5A inv ctr	V-ATPase pH	RTF Ca sens act	HTR5A ag ctr	Keap1-Nrf2 PPI	Cardiac RTF inh	CAL-PDZ inh HTS	C-LANA FP
COc1ccc(OC)c(N2Cc3cc(C)c(C)cc3C2)c1	8	-1.4	-9	4	8	-1	2	-1	-3	-1.0
COc1ccc(-n2c(Cc3cc(=O)[nH]c(=O)[nH]3)nnc2SCC(=O)N2CCCC2)cc1	7	-1.3	4	-2	1	-2	-2	-8	0	1.7
CCn1cc(CN2CCC(n3nccc3NC(=O)c3ccccc3C)CC2)cn1	16	-2.9	-1	0	5	6	-3	-6	-1	-0.9
CC(=O)c1cnc2nc(SCc3ccccc3)nn2c1C	6	-1.1	13	0	6	-3	-3	-9	8	1.6
Cc1cc(C)cc(C(=O)NCC(=O)OCC(=O)c2c(N)n(C)c(=O)n(C)c2=O)c1	9	-2.0	12	-4	7	-5	-2	-11	12	-0.8
COc1ccc(/C=C2\SC(=S)N(CCC(=O)N(CCO)Cc3ccccc3)C2=O)cc1OC	11	-2.2	5	-5	4	-1	-6	-3	-2	-6.9
Nn1c(SCc2ccccc2)nnc1C1CCCCC1	5	-1.0	-2	-2	1	5	4	-6	nt	-1.7
COc1ccc(OC(C)c2ccc(C#N)c(=O)[nH]2)cc1 (configuration not stated)	14	-2.8	22	0	12	-9	-3	0	0	-1.1
COC(=O)c1noc(C)c1-c1ccnn1C(=O)c1ccc(C)cc1	18	-3.6	-5	-2	-9	-4	-4	4	-3	0.1
CN(C)/C=C(/C(=O)c1ccccc1)n1cncn1	12	-2.3	-11	1	0	4	-3	-6	9	0.3
Cn1c(N)c(C(=O)COC(=O)c2cc(C3CC3)nc3ccccc23)c(=O)n(Cc2ccccc2)c1=O	1	-0.1	-18	-3	-4	-2	0	-18	-1	1.5
O=C(Cc1ccc([N+](=O)[O-])cc1)NNC(=O)c1cccs1	-1	0.1	0	1	-9	-1	1	-24	-1	-1.7
COc1ccc(C2(c3ccc(OC)cc3)NC(=O)N(CC(=O)N3CCOCC3)C2=O)cc1	14	-2.7	20	2	-4	-6	-1	6	nt	-0.3
CN(C)CCNC(=O)c1cc2c(=O)n(C)c3ccccc3c2n1C	13	-2.7	7	-4	11	-3	-2	0	-1	-8.4
CNC(=O)c1c[nH]c2ccc(S(=O)(=O)Nc3cccc(SC)c3)cc2c1=O	-7	1.4	6	1	-2	-2	-3	-2	-5	5.7
CC(=O)N1c2ccc(S(=O)(=O)N3CCC(C(=O)NCc4ccccc4Cl)CC3)cc2CC1C (configuration not stated)	15	-3.0	4	2	-7	1	-3	1	1	-1.3
Fc1c(F)c(C(F)(F)F)c(F)c(F)c1N1CCN(c2ccc3nnc(C(F)(F)F)n3n2)CC1	5	-1.3	-1	1	3	1	-3	-4	5	0.7
CC[C@@H](C)CN1C(=O)N[C@@H](c2ccccc2)C(C(C)=O)=C1C	-3	0.5	-4	-1	-2	0	-7	4	-2	-1.0
COc1nnc(-c2ccc(C)cc2)c2ccccc12	11	-2.4	-17	-2	-7	5	-1	-1	-6	-1.1
COc1ccc(C2CC(=O)c3cnc(NC(=O)c4cccc(OC)c4)nc3C2)cc1 (configuration not stated)	2	-0.4	6	1	9	-2	1	-6	0	-0.3
COc1ccc(CCNC(=O)COc2ncnc3ccccc23)cc1OC	2	-0.3	-4	-2	-2	2	3	-10	-1	0.5
COC(=O)c1ccc(S(=O)(=O)N(C2CCCCC2)C2CCCCC2)n1C	17	-3.2	0	3	9	10	1	6	-6	-0.3
CS(=O)(=O)c1ccccc1C(=O)NCCC(c1ccccc1)c1ccccc1	-4	0.8	-6	1	3	2	-1	7	-4	0.6
O=C(NCCS(=O)(=O)N1CCN(c2ccccc2F)CC1)C1CC(=O)N(c2ccccc2)C1 (configuration not stated)	0	0.0	4	-3	-7	0	-6	9	2	0.3
Cn1cc(C(=O)Nc2ccc(F)c(F)c2)cn1	12	-2.7	-10	4	-5	4	4	-3	-7	-0.2
COc1ccccc1OCCOCCOc1c(C)cc(C)cc1Br	-16	3.1	-3	1	11	2	-10	-7	2	-1.3
O=C(COC(=O)/C=C/c1ccco1)NCc1ccccc1Cl	10	-1.9	-4	2	-1	0	-3	1	-3	0.7
COc1cccc(-c2nc(=S)c3c(n2Cc2ccco2)CCCC3)c1	16	-2.8	5	3	-2	6	-14	2	-1	-0.7
Cc1ccc2c(C)c(C(=O)N(C)C(C)c3ccon3)oc2c1C (configuration not stated)	-6	1.1	-10	-1	-2	3	-4	-1	-3	0.6
NS(=O)(=O)c1ccc(N2N=C(c3ccccc3)CC2c2ccccc2Br)cc1 (configuration not stated)	-5	1.0	-14	1	-3	4	2	-2	-2	2.8
COc1ccc(C(=O)NC(C)c2nc3ccccc3n2C)cc1OC (configuration not stated)	18	-3.0	10	10	3	-4	0	-1	6	-0.5
CC(C)CCN1CCN(Cc2cccn2-c2ccc(Cl)cn2)CC1CCO (configuration not stated)	5	-0.8	1	1	0	0	-3	4	2	2.9
Cn1cccc1C(=O)NC(=O)COC(=O)c1cc([N+](=O)[O-])ccc1Cl	-8	1.6	-16	4	1	3	-1	-5	4	0.9
COc1cccc2cc(C(=O)Nc3cc(Cl)ccc3N3CCOCC3)c(=O)oc12	7	-1.5	23	-1	-6	-6	-2	-8	-3	0.5
O=C(CNC(=O)c1ccco1)N/N=C/c1ccc(O)cc1O	1	-0.1	-9	2	1	-1	-1	-5	-5	0.0
COc1cccc(-c2nc(CS(=O)(=O)CC(=O)Nc3cccc(C)c3C)c(C)o2)c1	7	-1.3	-2	0	0	-1	-1	-6	nt	0.6
Cn1cnc2cc(NC(=O)c3cccs3)ccc21	4	-0.9	7	-3	7	-2	-3	-5	-2	-1.3
O=C(COc1ccc(S(=O)(=O)N2CCCC2)cc1)NCc1ccccn1	2	-0.3	5	-1	-4	0	2	7	-2	-0.7
COc1cc2c(cc1NC(=O)c1ccc(C)c([N+](=O)[O-])c1)oc1ccccc12	7	-1.3	-1	-3	0	0	0	-5	-3	-1.2
CCCCn1c(SCC(=O)N2CC(C)CC(C)C2)nc2cc(S(N)(=O)=O)ccc21 (configuration not stated)	-7	1.3	-19	0	-9	6	0	-9	nt	-1.4
COc1ccc(N2C(=O)CC(NNC(=O)c3ccco3)C2=O)cc1 (configuration not stated)	12	-2.5	-3	-4	2	1	-5	7	-3	0.0
COc1ccccc1NC(=O)Cc1nnc(SCC(=O)c2ccc(F)cc2)n1C	3	-0.4	-4	7	3	4	-6	-13	1	0.1
Cc1cccc(C(=O)NCCNC(=O)c2cccnc2)c1	13	-2.0	-27	0	0	9	-5	-3	1	1.0
O=C(Cn1nnc(-c2ccc(Cl)cc2)n1)NC1CCS(=O)(=O)C1 (configuration not stated)	6	-1.4	0	0	5	0	2	-1	-7	1.1
CCSc1nnc(NC(=O)CSc2ncccn2)s1	1	-0.2	2	-1	-1	-1	1	2	0	-0.6
COc1ccccc1-c1c(-c2ccc(OCC(=O)NN)cc2O)n[nH]c1C(F)(F)F	-22	4.1	-15	-1	-2	5	-2	-13	-4	-0.1
CC(C)(C)N1CC(COc2ccccc2)OC1=O (configuration not stated)	10	-2.1	-2	3	-1	2	-4	-1	-1	0.4
CNC(=S)Nn1cnc2ccccc21	1	-0.2	4	0	9	-1	-5	-8	-4	0.0
O=C(CCC(=O)OCC(=O)c1cccc([N+](=O)[O-])c1)Nc1ccccc1Cl	77*	-17	26	-4	1	-12	0	-2	nt	-0.6
CC1(C)Cc2ccccc2C(N/N=C/c2cccc(F)c2)=N1	14	-2.6	-14	4	7	1	3	-8	-4	1.7
Continued:
SMILES	MOR-DOR inv ag	MOR-DOR ag	HTR5A inv ctr	V-ATPase pH	RTF Ca sens act	HTR5A ag ctr	Keap1-Nrf2 PPI	Cardiac RTF inh	CAL-PDZ inh HTS	C-LANA FP
Cc1cc(C)n(C(=O)CCCC(=O)n2nc(C)cc2C)n1	-25	4.7	-1	1	5	0	2	-9	-1	-0.5
CC1Oc2cc3oc4c(O)c(O)ccc4c(=O)c3c(O)c2C1(C)C (configuration not stated)	-37	7.3	-7	0	4	7	-8	1	-6	1.1
C=CCNC(=O)c1c(C(F)(F)F)nn(C)c1Cl	5	-0.8	6	1	6	-2	-7	-2	-1	1.0
CCc1c(C)n([O-])c2c([n+]1=O)CCC2	6	-1.1	-4	1	4	1	1	4	-2	-3.1
COc1cccc(CNC(=O)CCCc2nnc3n(C)c(=O)c4sccc4n23)c1	16	-3.1	15	5	1	-4	-3	-6	8	0.1
CCCCSc1nnc(-c2ccccc2N)c(=O)[nH]1	2	-0.4	-1	-3	3	-7	-5	-4	-2	1.2
CCOc1cc(S(=O)(=O)N2CCCCCC2)ccc1F	-4	0.8	-15	1	-5	20*	8	-10	nt	-0.5
Cc1ccc(-c2nnn3c2nc(NC(C)C)c2ccccc23)cc1	15	-2.7	-4	-4	-1	1	-1	-1	-3	-0.6
O=C(Nc1ccc(F)cc1F)c1csc(-c2cccs2)n1	-18	3.9	-2	2	0	1	4	12	-4	1.3
CCCOc1ccc(N2C(=O)CC(N(CCCO)C(=O)CC)C2=O)cc1 (configuration not stated)	13	-2.6	10	8	1	4	-7	-1	nt	2.4
CCCOC(=O)C[N+](C)(C)CCOC1CC2CCC1(C)C2(C)C (configuration not stated)	16	-3.1	-8	1	-2	3	-6	2	-3	-3.5
O=C(NN1C(=O)C2C3c4ccccc4C(c4ccccc43)C2C1=O)c1ccccc1 (configuration not stated)	8	-1.7	-7	-7	7	-3	-4	-4	-6	0.5
CCCCCCn1c2c(c(=N)c3c1CCC3)CCC2	18	-3.1	-11	0	5	-1	-1	-9	nt	-0.7
Cc1ccc(C(=O)Nc2nc(C)c(C)s2)o1	2	-0.3	18	5	-5	3	-2	4	-3	-1.1
Cc1ccc(NC(=O)c2cnc(SCC(=O)c3ccccc3)n(C)c2=O)cc1	9	-1.5	-18	0	-6	2	-2	-7	nt	-0.8
